HCV core dimer = blocks dimerization of HCV core protein. AID 1899. 0.33% of 300,000 active. TR-FRET GST/Flag-core106 dimerization, 1536-well. inhibition, % at 5 µM;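 active = inhibition above the mean of all tested compounds plus 3 SD, set per screening campaign, cut at about 45% in these data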
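Assay system – GST-tagged and Flag-tagged HCV core protein residues 1-106 · Quantity – core106 proteins, GST 13.5 nM and Flag 17 nM · Benchmarks – unlabelled core106 and no-GST-core106 wells · Read-out basis – percent inhibition of core106 dimerization signal · Detection – time-resolved FRET, ex 340 nm, em 617 and 671 nm · Schedule – 4 h at 22.5 °C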
proCasp3 act = procaspase-3 (human) activation; P42574; recombinant procaspase-3 D3A, Ac-DEVD-pNA absorbance 405 nm; activation, % at 8.5 µM; 0.11% of 330,000 active;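 active = activation above the mean of all tested compounds plus 3 SD, cut at about 21% in these data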;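 also: 0% = DMSO alone and 100% = DMSO wells spiked with extra 5 µM PC-3 D3A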
Target sequence (P42574 whole entry D9A/D28A/D175A): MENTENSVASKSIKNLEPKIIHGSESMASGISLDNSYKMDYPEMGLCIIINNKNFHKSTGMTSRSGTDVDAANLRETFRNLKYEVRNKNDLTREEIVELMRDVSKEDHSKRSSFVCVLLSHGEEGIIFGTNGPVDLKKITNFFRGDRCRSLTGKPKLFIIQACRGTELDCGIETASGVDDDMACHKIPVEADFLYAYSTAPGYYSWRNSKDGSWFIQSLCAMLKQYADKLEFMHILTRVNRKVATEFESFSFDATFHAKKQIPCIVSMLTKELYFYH
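Compound: 8.5 µM single point, 0.8% DMSO / Material: Autoprocessing-dead procaspase-3 D3A mutant enzyme / Timing: 1 h preincubation plus 2 h reaction at 25 °C / Medium: Zinc-free HEPES/NaCl buffer with 0.01% Triton X-100 at pH 7.4 / Technique: 405 nm absorbance of p-nitroaniline, reads at 0 and 120 min / Repeats: one well per compound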
Fh CTSL1 inh = counter-screen for PFM18AAP inhibitors: inhibitors of F. hepatica cathepsin L1 | recombinant F. hepatica cathepsin L1, Z-Leu-Arg-MCA fluorescence | inhibition, % at 5.96 µM | 0.49% of 300,000 active | AID 1906;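 active = inhibition above the mean of all tested compounds plus 3 SD, set per screening campaign, cut at about 17% in these data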;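 also: 0% = plate median of test compound wells and 100% = 1 µM Z-Phe-Ala-diazomethylketone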
PP5 inh = blocks human protein phosphatase 5 activity | P53041 | purified PP5c, OMFP substrate fluorescence | inhibition, % at 6.7 µM | 0.18% of 320,000 active | AID 1987;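 active = inhibition above the campaign's mean inhibition across all tested compounds plus 3 SD, cut at about 9.5% in these data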;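 also: 0% = DMSO only and 100% = 100 µM cantharidin control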
proCasp7 act = activates human procaspase-7, counter-screen for procaspase-3 activators; P55210; recombinant procaspase-7, Ac-DEVD-pNA absorbance 405 nm; D23A/D198A/D206A triple mutant, cannot self-cleave; scale: DMSO 0, 5 µM enzyme 100; activation, % at 8.5 µM; 0.093% of 330,000 active;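 active = percent activation above the screen-wide mean plus 3 SD, cut at about 25% in these data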
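Assay system: Uncleavable procaspase-7 mutant enzyme | Input: 2 µM procaspase-7 mutant as dispensed | Timing: 1 h compound preincubation, 2 h substrate cleavage, 25 °C | Repeats: One well per compound | Control set: DMSO wells as 0%, DMSO with 5 µM added PC-7 as 100% | Technique: Epi-absorbance of released pNA at 405 nm, two timepoints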
GRK2 aptamer HTS = inhibitors of human GRK2 displacing RNA aptamer; inhibition of aptamer binding, % at 10 µM; 0.59% of 330,000 active; P25098; bead flow cytometry, FAM-aptamer displacement from GRK2;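 active = inhibition of aptamer binding above 40%, roughly 3 SD of noise, on plates passing a quality check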;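 also: median bead fluorescence of bound FAM aptamer so fluorescent compounds give negative values; no value below 0 was filed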
Target sequence (P25098 whole entry, looked up): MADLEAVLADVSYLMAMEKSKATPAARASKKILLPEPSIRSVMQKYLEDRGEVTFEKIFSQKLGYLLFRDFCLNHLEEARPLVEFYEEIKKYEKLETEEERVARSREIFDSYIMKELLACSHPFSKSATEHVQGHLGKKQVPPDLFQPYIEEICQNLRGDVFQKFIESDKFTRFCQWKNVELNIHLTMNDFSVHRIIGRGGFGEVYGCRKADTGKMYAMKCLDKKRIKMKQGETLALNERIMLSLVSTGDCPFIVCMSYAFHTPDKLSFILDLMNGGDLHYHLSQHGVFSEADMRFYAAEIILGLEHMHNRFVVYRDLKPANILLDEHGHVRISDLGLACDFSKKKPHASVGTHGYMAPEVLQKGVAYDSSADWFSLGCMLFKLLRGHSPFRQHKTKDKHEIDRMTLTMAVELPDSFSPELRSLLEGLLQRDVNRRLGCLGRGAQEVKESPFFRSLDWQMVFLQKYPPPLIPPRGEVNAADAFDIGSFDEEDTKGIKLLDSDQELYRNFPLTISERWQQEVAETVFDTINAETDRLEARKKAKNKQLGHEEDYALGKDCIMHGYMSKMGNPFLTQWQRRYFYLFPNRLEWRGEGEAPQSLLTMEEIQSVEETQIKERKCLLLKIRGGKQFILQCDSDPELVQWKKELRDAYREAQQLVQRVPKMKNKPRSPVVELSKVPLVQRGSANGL
PP1 inh = counter-screen for PP5 inhibitors: inhibitors of human PP1-alpha; P62136; purified PP1alpha, OMFP fluorescence; inhibition, % at 6.7 µM; 0.9% of 320,000 active; AID 2235;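 active = inhibition above the mean inhibition of all tested compounds plus 3 SD, computed separately for each screening campaign, cut at about 15% in these data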
GASC-1 inh = blocks human GASC-1 demethylase activity; Q9H3R0; GST-JMJD2C(1-420) H3K9me3 demethylation, DELFIA europium; inhibition, % at 2.35 µM; 0.069% of 330,000 active; AID 2099;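 active = more than half of a compound's replicate wells show inhibition beyond 50%, single wells judged on their own value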;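 also: signal counts dimethyl H3K9 product captured on neutravidin plate; 0% = median of DMSO wells and 100% = 0.3 times that DMSO median; strong numbers were not always called active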
VLA-4 inh = inhibition in a human VLA-4 binding assay; VLA-4 expressing cells, ligand binding flow cytometry; inhibition, % (about 7 µM as worked out from the volumes in the protocol); 0.2% of 330,000 active; AID 2557; in the data active = inhibition above about 50%
* marks the source's active call; other numbers are inactive results; i = inactive; · = no result given; & = joins results of further samples.

SMILES	HCV core dimer	proCasp3 act	Fh CTSL1 inh	PP5 inh	proCasp7 act	GRK2 aptamer HTS	PP1 inh	GASC-1 inh	VLA-4 inh
CC1(C)Oc2ccc3ccc(=O)oc3c2/C(=C/Nc2cccc(O)c2)C1=O	2	-17	9	1.1	-15	0	1	-1	-20
O=C(Oc1ccc2c(c1)OCC2=O)c1ccc(Cl)cc1	5	5	-1	-2.2	0	0	-6	0	-3
Cc1ccc(NS(=O)(=O)c2ccc(CCC(=O)NC3CC3)cc2)cc1	-3	0	0	2.2	7	0	2	1	16
CC(=NCCCn1ccnc1)c1c(-c2ccccc2)[nH]n(-c2nc3ccccc3s2)c1=O	-3	0	0	3.8	12	0	17*	-6	36
CCc1ccc(/C(C)=N/NC(=O)c2ccccn2)cc1	0	7	6	-1.1	4	0	-6	4	9
CCCCC(=O)NC1=C(C(=O)OC)SCC1	-18	-10	-1	-0.8	-6	2	-1	-2	-16
COc1ccc(S(=O)(=O)N2CCCCC2)cc1NC(=O)CN1CCN(C(C)=O)CC1	-2	-8	4	0.8	-6	2	-5	-10	0
CCc1nonc1NC(=O)c1oc2ccc(Cl)cc2c1C	7	3	2	-2.4	0	3	-2	-5	-3
Cc1cc2cc(CNC(=O)C3CC3)ccc2n1C	-3	1	0	0.4	19	11	-2	5	4
CCOC(=O)c1c(NC(=O)c2cc(-c3ccc(O)cc3)on2)sc(C(C)=O)c1C	5	3	-5	2.1	4	0	-3	32	-14

Four compounds already listed, arranged by heavy-atom count, low to high.
SMILES	HCV core dimer	proCasp3 act	Fh CTSL1 inh	PP5 inh	proCasp7 act	GRK2 aptamer HTS	PP1 inh	GASC-1 inh	VLA-4 inh
Cc1cc2cc(CNC(=O)C3CC3)ccc2n1C	-3	1	0	0.4	19	11	-2	5	4
CCc1nonc1NC(=O)c1oc2ccc(Cl)cc2c1C	7	3	2	-2.4	0	3	-2	-5	-3
CC1(C)Oc2ccc3ccc(=O)oc3c2/C(=C/Nc2cccc(O)c2)C1=O	2	-17	9	1.1	-15	0	1	-1	-20
CCOC(=O)c1c(NC(=O)c2cc(-c3ccc(O)cc3)on2)sc(C(C)=O)c1C	5	3	-5	2.1	4	0	-3	32	-14

Looked up above.
`CCc1nonc1NC(=O)c1oc2ccc(Cl)cc2c1C` in GASC-1 inh is listed with -5
`CCc1ccc(/C(C)=N/NC(=O)c2ccccn2)cc1` in proCasp7 act is listed with 4

2 compounds from above, limited to PP5 inh and proCasp3 act:
mol	PP5 inh	proCasp3 act
CCc1nonc1NC(=O)c1oc2ccc(Cl)cc2c1C	-2.4	3
CCOC(=O)c1c(NC(=O)c2cc(-c3ccc(O)cc3)on2)sc(C(C)=O)c1C	2.1	3

Next part:
SMILES	HCV core dimer	proCasp3 act	Fh CTSL1 inh	PP5 inh	proCasp7 act	GRK2 aptamer HTS	PP1 inh	GASC-1 inh	VLA-4 inh
COc1n[nH]c(C(=O)Nc2cc(F)ccc2C)c1[N+](=O)[O-]	-10	1	-4	0.5	5	1	-5	-11	-4
CN(C(=O)c1cccc(S(=O)(=O)N2CCCCC2)c1)C1CCS(=O)(=O)C1 (configuration not stated)	-1	-2	-6	0.6	14	4	-2	-8	16
CC(=O)c1cccc(NC(=O)N2CCCC2C(=O)Nc2cccc(C)c2)c1 (configuration not stated)	-4	-3	-3	-0.4	-4	0	5	3	21
OCCN1CCN(Cc2cc(Br)cc(Br)c2O)CC1	-9	1	0	-0.2	-1	0	-2	26	13
COCC1CCCCN1C(=O)c1ccc2oc(CCc3ccccc3)nc2c1 (configuration not stated)	-6	2	-2	1.2	-2	0	-2	8	i
COc1ccc(-n2c(=S)[nH]c3cc(C(=O)NCCCN4CCCC4=O)ccc3c2=O)cc1OC	-3	1	5	-0.9	15	2	0	1	0
CCOC(=O)c1c(C)[nH]c(C(=O)Cn2nnc(-c3ccc(Cl)cc3)n2)c1C	2	7	3	4.9	8	2	-1	3	4
OCCN1CCN(CC(O)COCc2ccc3c(c2)OCO3)CC1 (configuration not stated)	-3	4	3	-0.1	4	0	-1	0	5
COc1ccc(NC(=O)C(C)N2c3cccc4cccc(c34)S2(=O)=O)c(OC)c1 (configuration not stated)	6	3	1	2.3	9	1	-1	-12	9
CCCn1c(SCC#N)nc2c(c1=O)C1(CCCC1)Cc1ccccc1-2	-3	6	6	2.9	-3	0	2	24	-34
CCn1c(SCC(=O)Nc2ccc3c(c2)c2ccccc2n3CC)nnc1-c1ccco1	65*	7	-1	4.4	-17	0	13	15	-2
Cc1ccc2c(cnn2C(=O)CCC(=O)NCc2ccccc2Cl)c1	18	-14	-3	1.7	-2	2	-4	-10	35
COc1ccccc1CN1CC(C(=O)NCCc2ccc(C)o2)CCC1=O (configuration not stated)	8	-5	0	-1.5	-13	1	-5	-1	26
Cc1cccc(N=C/C(C(=O)C(F)(F)F)=C(\O)c2ccco2)c1	5	4	-1	-1.8	-11	0	-4	15	·
N#Cc1ccc(Oc2nc(Nc3ccc(F)cc3)nc(N3CCCC3)n2)cc1	2	3	4	0.7	-3	0	-2	-4	11
CCOc1ccc(NC(=O)CC2CC(C)(C)OC2=O)cc1 (configuration not stated)	-2	-4	-4	1.5	11	0	1	-2	14
CCN(CC)C(=O)C(=O)N/N=C/c1ccc(C(=O)O)cc1	-1	1	2	-1.7	0	3	1	-12	11
Fc1ccc(CNCc2cccc(Br)c2)cc1	-1	5	-1	3.1	0	0	-1	11	16
CS(=O)(=O)Nc1ccc(C2=NN(C(=O)c3ccco3)C(c3cccc(F)c3)C2)cc1 (configuration not stated)	4	-4	0	-5.0	3	2	1	3	0
COc1ccc(/C=C(/NC(=O)c2ccccc2)C(=O)N2CCCC2)cc1	-11	0	-7	1.9	12	2	10	-1	3
COc1ccc(N(CC(=O)Nc2cccc(C(F)(F)F)c2)S(=O)(=O)c2c(C)[nH]c(=O)[nH]c2=O)cc1	-1	1	7	1.2	-3	0	0	21	4
Cc1ccc(/C=C(\NC(=O)c2ccccc2)C(=O)NCCN2CCOCC2)o1	-12	7	1	4.1	2	0	-2	i	13
Cc1onc(-c2ccccc2Cl)c1C(=O)NCCn1ccc2ccccc21	5	-5	3	0.8	1	0	0	0	19
COc1cccc2sc(Nc3nnc(-c4ccc(F)cc4)o3)nc12	6	3	-1	2.6	7	1	8	-14	13
COc1ccc(CCC(=O)NC2=NCCS2)cc1OC	0	1	-2	2.3	-2	0	-2	10	4
N#CCCN(CCC#N)C(=O)C1c2ccccc2Oc2ccccc21	9	-3	-3	-2.5	1	0	-3	-17	3
O=C(Cn1cnc2c(nnn2Cc2ccccc2)c1=O)N1CCN(c2ccccc2)CC1	8	-5	0	-1.3	-2	2	-3	-2	6
CCc1ccc(N2C(=O)CC(c3ccc(F)cc3)C3=C2COC3=O)cc1 (configuration not stated)	0	-4	2	0.3	6	5	0	-24	-9
O=C(NN=C1CCCC1)c1sc2ccccc2c1Cl	3	7	0	1.6	6	2	-2	-14	21
Cc1ccc(CNC(=O)C2c3ccccc3C(=O)N3CCc4ccccc4C23)o1 (configuration not stated)	1	-4	4	0.5	-15	2	3	4	1
COc1ccc(N=c2oc3ccc(OC)cc3cc2-c2nc3ccccc3[nH]2)cc1	-1	-6	5	4.9	-9	3	-4	3	3
Cc1cc(CN(C)C(=O)c2cc(COc3ccc(C)c(C)c3)on2)on1	10	3	2	-0.6	-12	0	1	14	17
COc1ccc(CN2CCn3nc(C(=O)NC4CC4)cc3C2=O)cc1	-5	6	0	0.5	0	0	-4	11	14
CCNS(=O)(=O)c1ccc(Br)c(C(=O)OC(C)C(=O)NCC2CCCCC2)c1 (configuration not stated)	·	0	·	2.2	-13	0	6	-7	1
CCOc1cccc(N2C(=O)CC(NNC(=O)c3ccc(Br)o3)C2=O)c1 (configuration not stated)	-17	-4	5	3.1	-12	6	0	-16	0
CCOc1ccc(N/C(SC)=C(/C#N)C(N)=O)cc1	5	-5	3	3.1	6	7	-8	-29	1
COc1ccc(C)cc1S(=O)(=O)N1CCC2(CC1)OCCN2S(=O)(=O)c1ccccc1	2	3	0	0.3	4	0	-3	-9	2
Cc1ccccc1OCC(=O)Nc1ccc(N2CCOCC2)cc1N1CCOCC1	·	-2	·	0.7	3	0	-6	·	0
O=C(O)CC1=C(O)C(=O)N(c2ccccc2)C1c1ccc(Br)cc1 (configuration not stated)	0	2	-1	-0.3	9	2	2	11	7
Cc1onc(-c2ccccc2Cl)c1C(=O)N1CC(C)CC(C)C1 (configuration not stated)	1	7	-5	3.1	-3	0	-1	11	11
c1ccc(CCn2nnnc2C(c2cccs2)N2CCN(Cc3ccc4c(c3)OCO4)CC2)cc1 (configuration not stated)	5	2	6	2.8	7	0	2	-2&2	-3
CCCCOC(=O)CSc1nc2c(c(=O)[nH]c(=O)n2C)n1C/C=C(\C)Cl	0	-13	4	-0.4	-11	3	-2	-4	31
COc1ccc(NC(=O)CC(c2ccccc2)c2ccco2)cc1 (configuration not stated)	7	6	12	3.2	6	1	0	32	1
COC(=O)CSc1nc(Cc2ccccc2)nc2ccccc12	10	6	0	-0.8	2	3	-1	11	8
O=c1c([N+](=O)[O-])c(N2CCOCC2)c2ccccc2n1-c1ccccc1	-1	5	1	0.1	16	1	-1	1	23
Cc1ccc(C)c(OCCC(=O)NCCc2ccc(S(N)(=O)=O)cc2)c1	-3	-7	-1	-2.9	10	0	0	-1	12
CC[N+](CC)(CC)CC(=O)Nc1ccc(SC(F)F)cc1	2	-7	1	-1.9	-3	5	-3	-26	0
CC(C)c1ccc2oc(=O)cc(CN3CCN(c4ccccc4)CC3)c2c1	12	-8	-1	-0.2	-5	3	-2	-9	21
Cc1ccccc1NC(=S)NC(=O)c1cncc(Br)c1	2	4	-1	2.9	6	7	-2	-13	17
Cc1cc(C(=O)OCC(=O)NCc2ccccc2Cl)c(C)o1	1	3	-2	-1.5	7	3	2	-1	7
Next entries follow.
SMILES	HCV core dimer	proCasp3 act	Fh CTSL1 inh	PP5 inh	proCasp7 act	GRK2 aptamer HTS	PP1 inh	GASC-1 inh	VLA-4 inh
O=C(CN1CCCCC1)Nc1cccc(Cl)c1	0	-1	-1	1.9	-1	0	3	0	13
Cc1c(C(=O)N(C)CCc2cnn(C)c2)oc2c(F)cccc12	1	-5	-4	0.3	9	4	0	-2	3
CC(C)CCNC(=O)C(c1ccc(O)cc1)N(Cc1ccco1)C(=O)CCC(=O)Nc1nccs1 (configuration not stated)	-3	6	-3	0.4	-2	0	2	6	10
O=C(CCSCCc1ccccn1)Nc1c(F)c(F)c(F)c(F)c1F	-8	-2	1	2.7	3	2	-4	-6	3
CC(C)c1ccc2oc(=O)cc(CN3CCN(c4ccc(F)cc4)CC3)c2c1	21	4	6	3.4	-5	2	7	2	31
O=C(c1ccc(C(F)(F)F)cc1)C1CCCN(Cc2cccn2-c2ncccn2)C1 (configuration not stated)	1	-5	2	2.1	1	0	2	-5	1
CCOc1ccc(C(=O)CCC(=O)NNC(=O)c2ccncc2)cc1	0	3	-22	-0.3	7	0	2	8	-5
O=C(Nc1ccc2c(c1)CCCN2C(=O)c1cccs1)c1c(F)cccc1Cl	-5	10	-1	4.9	3	2	1	9	-2
